TRb SRC2 PPI: inhibitors of human thyroid hormone receptor beta-SRC2 interaction. P10828. TRbeta-SRC2 peptide binding, fluorescence polarization; receptor liganded with 1 µM T3. Potency, µM (doses to about 106 µM), for inactives: top-dose activity change, negative = inhibition, usual class: inhibitors. 280,000 tested, 0.065% active. AID 1469;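 also: plate controls were bound peptide for no effect and peptide without receptor for full effect; nearly all actives have a fitted effect of over 50% in size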
Target sequence (P10828 whole entry, looked up): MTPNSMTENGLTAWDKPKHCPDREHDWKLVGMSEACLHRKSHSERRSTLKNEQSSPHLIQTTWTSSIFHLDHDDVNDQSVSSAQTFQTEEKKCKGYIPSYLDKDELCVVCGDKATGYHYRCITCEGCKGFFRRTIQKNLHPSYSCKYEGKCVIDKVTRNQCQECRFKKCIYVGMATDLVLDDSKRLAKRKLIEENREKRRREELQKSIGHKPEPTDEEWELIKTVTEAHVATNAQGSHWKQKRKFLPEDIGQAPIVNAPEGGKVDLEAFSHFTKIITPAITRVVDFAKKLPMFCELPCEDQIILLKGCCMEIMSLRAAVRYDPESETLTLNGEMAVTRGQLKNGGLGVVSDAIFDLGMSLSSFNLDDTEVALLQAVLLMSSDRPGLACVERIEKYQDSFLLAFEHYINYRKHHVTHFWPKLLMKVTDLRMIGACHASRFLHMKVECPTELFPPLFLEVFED
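Human TRb ligand-binding domain (0.6 uM) is mixed with 20 nM Texas Red SRC2 peptide and 1 uM T3; after compound addition and 5 hr at ambient temperature, polarization is measured and normalized to unbound and bound controls.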
Tau fibril ThT: blocks human tau fibril formation measured by thioflavin T. recombinant tau K18 P301L, heparin-induced fibrillization, ThT fluorescence. Potency, µM (doses to about 57.4 µM), for the others: at the highest dose activity, negative = inhibition, hits mostly inhibitors. 270,000 tested, 2.1% active. AID 1460; also: nearly all actives have a fitted effect of over 55% in size
Target sequence (P10636 561-689 P618L limits assumed): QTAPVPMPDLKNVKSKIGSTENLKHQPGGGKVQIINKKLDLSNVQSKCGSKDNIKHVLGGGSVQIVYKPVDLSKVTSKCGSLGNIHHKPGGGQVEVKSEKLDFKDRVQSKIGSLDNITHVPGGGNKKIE
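Heparin-induced (20 uM) aggregation of recombinant human K18 P301L tau, 15 uM unlabeled with 0.24 uM labeled, pH 7 acetate buffer, 6 hr at 37 C with compound. Fibrils quantified by 30 uM ThT fluorescence after 1 hr ambient incubation.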
JMJD2E inh: blocks human JMJD2E demethylase activity; B2RXH2; 230,000 tested, 1.6% active; JMJD2E catalytic domain, FDH-coupled NADH fluorescence (FDH is formaldehyde dehydrogenase); AID 2147; Potency, µM (highest dose often 57.1 µM), inactives show top-dose activity change, negative = inhibition, usual class: inhibitors; active = well fitted inhibition curve with a large enough effect, not every such curve was filed as active; inconclusive = small, poorly fitted or top-dose-only effect, or another doubt; inactive = no such curve, though single readings can be large or run the other way;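 also: 0% = wells with enzyme and -100% = buffer wells without enzyme; nearly all actives have a fitted effect of over 50% in size; many of its hits are not listed in these tables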
Target sequence (B2RXH2 1-337 limits assumed): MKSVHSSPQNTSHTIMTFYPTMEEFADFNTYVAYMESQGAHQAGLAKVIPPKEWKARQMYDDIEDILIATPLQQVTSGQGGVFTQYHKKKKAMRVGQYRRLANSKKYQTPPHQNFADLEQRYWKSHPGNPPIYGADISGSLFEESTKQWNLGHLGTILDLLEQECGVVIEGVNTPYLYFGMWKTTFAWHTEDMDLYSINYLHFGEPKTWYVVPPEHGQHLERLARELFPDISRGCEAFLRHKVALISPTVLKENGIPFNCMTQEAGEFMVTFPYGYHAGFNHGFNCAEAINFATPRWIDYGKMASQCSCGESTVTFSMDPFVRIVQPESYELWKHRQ
Tau fibril FP: blocks human tau fibril formation measured by polarization. K18 P301L tau heparin fibrillization, Alexa594 FP, 6 h. 280,000 tested, 0.39% active. Potency, µM (doses to about 57.7 µM), inactives show at the top dose activity, negative = inhibition, actives largely listed as inhibitors; also: nearly all actives have a fitted effect of over 55% in size
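Heparin (20 uM) drove fibril formation of recombinant tau K18 P301L, 15 uM unlabeled with 0.24 uM Alexa 594 label, for 6 hr at 37 C in 100 mM sodium acetate pH 7. Fluorescence polarization (555/632 nm) read 1 hr after 30 uM ThT.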
TR SRC2 fluor cs: Texas Red fluorescence interference in TRb-SRC2 counter-screen; AID 1479; TRb/SRC2 Texas Red total fluorescence interference; 280,000 tested, 0.29% active; Potency, µM (top dose mostly 106 µM), for inactives: at the top dose fluorescence change, negative = quenching; active = well fitted curve in either direction with a large enough effect; inconclusive = small, poorly fitted or top-dose-only effect
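Human TRb ligand-binding domain at 0.6 uM with 20 nM Texas Red SRC2 peptide in Tris buffer containing 1 uM T3 and 5% DMSO, incubated with compound 5 h at ambient temperature. Total fluorescence (555/632 nm) calculated as parallel + 2 × perpendicular.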
RECQ1 helicase: RECQ1 (human) helicase inhibition; RECQ1 DNA unwinding, red fluorescence kinetic read; 240,000 tested, 0.54% active; Potency, µM (doses to about 57.3 µM), for the others: at the highest dose activity, negative = inhibition, most hits filed as inhibitors; AID 2549;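 also: plate controls were vehicle for no effect and no enzyme for full effect; nearly all actives have a fitted effect of over 30% in size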
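50 nM RECQ1T1 preincubated 15 min with compound in Tris pH 8.0 buffer with MgCl2, DTT, Tween-20 and 2.5 ug/ml poly(dI-dC); started with 200 nM TAMRA/BHQ-2 forked duplex and 2 mM ATP. Unwinding read as fluorescence (525/598 nm), two reads 2 h apart.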
L3MBTL1 inh: L3MBTL1 (human) inhibition; 230,000 tested, 0.66% active; Potency, µM (series often up to 57.1 µM), for inactives: at the top dose activity, negative = inhibition, actives largely listed as inhibitors; AID 485360; Q9Y468; AlphaScreen L3MBTL1–H3K9me1 peptide binding; also: nearly all actives have a fitted effect of over 60% in size
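AlphaScreen assay: L3MBTL1 (50 nM final) was preincubated 30 min at room temperature with biotinylated H3(1-15)K9me1 peptide (75 nM final), then 30 min with library compounds; streptavidin donor and nickel chelate acceptor beads (10 ug/mL final) added, 30 min dark.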
RGS12 GoLoco inh: RGS12 GoLoco-Gai1 interaction inhibition; P63096; Gai1:RGS12 GoLoco peptide FP, rhodamine, 10 min; Potency, µM (titrated, usually from 61.6 µM), for inactives: at the top dose activity, negative = inhibition, usual class: inhibitors; 230,000 tested, 0.44% active; active = well fitted inhibition curve with a large enough effect, not every such curve was filed as active; inactive = no such curve, though single readings can be large or run the other way; also: nearly all actives have a fitted effect of over 30% in size; many of its hits are not listed in these tables
An asterisk follows results filed as active; i = inactive; u = inconclusive; x = not tested or not shown; [ ] = dose if it differs, or a comment. Unless noted, calls follow the shape of the dose curve; as a rule, active = well fitted curve in the direction sought with a large enough effect; inconclusive = small, poorly fitted or top-dose-only effect, or another doubt; inactive = no such curve, though single readings can be large; an effect the other way counts as inactive or inconclusive. Unless noted, % is scaled to controls: 0 for no effect and ±100 for the full control effect; potency is read from the fitted curve at half-maximal effect. A portion of the library, so the mix of outcomes need not match the whole.

SMILES | TRb SRC2 PPI | Tau fibril ThT | JMJD2E inh | Tau fibril FP | TR SRC2 fluor cs | RECQ1 helicase | L3MBTL1 inh | RGS12 GoLoco inh
Cc1cccc(C(=O)NCCc2ccc(S(N)(=O)=O)cc2)c1[N+](=O)[O-] | 2% | 4% | 12% | -6% | 2% | -2% | 7% | 17%
C/C(=N\NC(=O)c1cccc(N/N=C(\C)c2ccc([N+](=O)[O-])cc2)c1)c1ccc([N+](=O)[O-])cc1 | 5% | 0.5µM* | 4% | 7% | 1% | 4% | x | 1%
Cc1ccc(S(=O)(=O)N(C)CC(=O)N2CCOCC2)cc1 | -2% | 4% | 15% | 6% | -4% | i | x | 5%
Cc1cc(C)nc(NCC(O)CNc2ccccc2C)n1 (centres undefined) | -1% | -21% | -4% | -6% | 2% | i | 0% | x
CCN(CCn1cccn1)Cc1nc(-c2ccc(OC)cc2)no1 | 3% | -10% | 1% | 3% | 4% | 14% | 1% | 9%
Nc1nnc(CC(=O)N/N=C/c2cccc([N+](=O)[O-])c2)s1 | -10% | -11% | -10% | -3% | -2% | -12% | 1% | 3%
Cc1cc(C)c(S(=O)(=O)c2ccccc2)c(Cl)n1 | -3% | -6% | 4% | 2% | -1% | -19% | u | 7%
Cc1cc(-n2c(C)cc(C(=O)COc3ccc([N+](=O)[O-])cc3)c2C)no1 | -10% | 6% | 15% | -13% | -1% | 0% | -8% | -7%
Nc1nn(-c2ccccc2)c(N)c1N=Nc1cccc(F)c1 | 1% | 10µM* | -14% | 3% | 0% | -4% | -19% | 1%
Cc1ccccc1NC(=S)N1CCN(Cc2ccc3c(c2)OCO3)CC1 | 0% | -12% | -4% | -7% | 0% | -6% | 2% | 8%
COc1ccc(NC(=O)C(NS(=O)(=O)c2ccc3c(c2)CCCC(=O)N3)C(C)C)c(OC)c1 (centres undefined) | 5% | -10% | x | 1% | -1% | x | x | x
O=C(COC(=O)Cn1cnc2ccccc21)Nc1ccc2c(c1)OCCO2 | -4% | 0% | 0% | 1% | 2% | i | -1% | -7%
CCn1c(CNC(=O)c2ccc(OC)c(OC)c2)nnc1SCC(=O)c1ccc(OC)cc1 | 6% | 1% | 10% | -1% | 1% | -1% | 20%[11.4 µM] | 13%
CCOC(=O)Cn1c(C)cc(COC)c(C#N)c1=O | -7% | 1% | u | -7% | -2% | -2% | 1% | 9%
O=C(Cn1ccc([N+](=O)[O-])n1)N1CCCc2ccccc21 | -8% | -10% | 6% | -8% | 1% | i | 1% | -7%
Cc1ccc2oc(-c3cc(NC(=O)c4ccco4)ccc3Cl)nc2c1 | -5% | -11% | x | u | 7% | x | x | x
CCCC1CCC(=NNS(=O)(=O)c2ccc(C)c([N+](=O)[O-])c2)CC1 (centres undefined) | 2% | -14% | -5% | 5% | 4% | -10% | 1% | 1%
Cc1sc(-n2c(C)ccc2C)c(C#N)c1C | -4% | -19% | 5% | -1% | -3% | -8% | -2% | 3%
CN1C(=O)C(CC(=O)NCC2CCCCC2)SC1=Nc1ccccc1 (centres undefined) | -11% | 4% | -7% | 5% | -1% | i | 54%[activator] | 11%
Nc1[nH]c(N=NC(=O)c2ccc(F)cc2)c2ccccc12 | 4% | 6% | -6% | 2% | 0% | 0% | -2% | 17%
COc1cc(C2Nc3ccccc3-c3cc(C)nn32)ccc1O (centres undefined) | 8% | -11% | x | 6% | 2% | x | x | x
CC(C)=CC(=O)Nc1ccc(Br)cc1 | -1% | -3% | 1% | -7% | -1% | -12% | 11% | 12%
O=C(CSc1cccc[n+]1[O-])Nc1cc(S(=O)(=O)N2CCOCC2)ccc1N1CCOCC1 | 2% | -1% | -13% | 1% | 1% | 9% | 2% | 0%
O=C(Nc1ccccc1)Nc1ccccc1C(=O)NCc1ccco1 | 2% | -5% | -29% | 2% | 0% | -13% | 6%[11.4 µM] | 4%
O=C(CCl)Nc1cn(-c2ccccc2)nc1-c1ccccc1 | 0% | -11% | u | -8% | 0% | -2% | x | -8%

Remaining list, next part
SMILES | TRb SRC2 PPI | Tau fibril ThT | JMJD2E inh | Tau fibril FP | TR SRC2 fluor cs | RECQ1 helicase | L3MBTL1 inh | RGS12 GoLoco inh
CC1(C)N=C(SCc2ccc(Cl)cc2)c2ccccc2N1 | -1% | u | x | -11% | -2% | x | x | x
CCN(CC)CC(C)OC(=O)COc1ccc(OC)cc1 (centres undefined) | 8% | -3% | 2% | 1% | -6% | -1% | -3% | 4%
CCCCCCC[C@H](N)[C@H](O)C(=O)N(C)[C@@H](CCS(C)=O)C(=O)N[C@@H](Cc1ccc(O)cc1)C(=O)N[C@@H](Cc1ccc(O)cc1)C(=O)O (some centres undefined) | -4% | 5% | -3% | -1% | 1% | -11% | x | -6%
CCN1CCc2nc3sc(C(=O)c4ccccc4)c(N)c3cc2C1 | 4% | 8.9µM* | x | -12% | -3% | x | x | x
CN1CCN(CC(=O)N/N=C/c2ccc(F)c(F)c2)CC1 | 1% | -4% | u | 0% | -3% | -1% | 5% | -4%
CCNC(=O)c1c(NC(=O)c2nc(S(=O)(=O)CC)ncc2Cl)sc2c1CCCC2 | -3% | 6.3µM* | x | -16% | u | x | x | x
Cc1c(-c2ccc(Cl)cc2)c(=O)oc2c(CN3CCCC3)c(O)ccc12 | -6% | -5% | x | 5% | 1% | x | x | x
Cc1c(CNC2CCCC(C)C2C)c(C(=O)O)c(C)n1Cc1ccccc1 (centres undefined) | -2% | 4% | 5% | 2% | 2% | -7% | -5% | -2%
NC(=O)CC[C@H](NC(=O)c1ccc(F)cc1)C(=O)OCC(=O)Nc1ccc(N2CCOCC2)cc1 | -2% | -8% | 5% | 0% | 0% | -5% | -3% | -11%
CN(C)c1ccc(C(=O)Nc2sc(Nc3ccccc3)nc2C(N)=O)cc1 | -4% | 1.1µM* | x | -1% | -2% | x | x | x
Clc1cccc(/C=N/Nc2nc(Cl)nc3ccccc23)c1 | -16% | u | u | 4% | -2% | i | -2% | 13%
CCOc1cc(/C=N/Nc2ccccc2Cl)ccc1OCC(=O)O | -1% | u | 2% | 9% | -2% | -1% | u | -13%
COc1ncccc1-c1nnn(-c2ccccc2)n1 | 2% | -5% | 5% | 15% | -3% | -1% | 13% | 0%
CCOC(=O)CSc1nc2sc3c(c2c(=O)[nH]1)CC(C)(CC)OC3 (centres undefined) | -3% | -15% | -7% | -3% | 0% | i | x | 4%
CC(=O)Nc1ccc(NC(=O)c2ccc(CSc3ccccc3)o2)cc1 | 4% | -7% | 3% | 1% | -1% | -1% | 2% | 6%
COc1ccc(CCNC(=O)COC(=O)C2CCCCC2)cc1 | -10% | -1% | 2% | -4% | -1% | -13% | 7% | -17%
COC(=O)c1c(SCC(=O)Nc2ccc(C)c(C)c2)nc(=O)[nH]c1C | -2% | -14% | 1% | -4% | 3% | -9% | x | 12%
O=c1c2cc(N3CCOCC3)ccc2[nH]c(=S)n1Cc1ccccc1Cl | -11% | -14% | u | 8% | 0% | 0% | x | -6%
CC(C(=O)NC1CCCC1)N(C(=O)c1ccc(-c2ccccc2)[nH]1)c1ccccc1F (centres undefined) | -1% | -17% | u | 1% | -5% | -8% | -26% | 14%
O=C(NCc1ccon1)c1ccc(OC2CCN(CCc3ccccc3)CC2)cc1 | -3% | 3% | -3% | 8% | 0% | 17% | -3% | 12%
O=[n+]1c2c(n([O-])c3cc(Br)ccc31)CCC2 | -6% | u | 1% | -2% | -3% | -7% | -25% | 2%
CCCOc1ccc(/C(O)=C2/C(=O)C(=O)N(CCN(C)C)C2c2ccc(O)c(OC)c2)cc1 (centres undefined) | 2% | -12% | -2% | -1% | 1% | -7% | 7% | x
O=C(CNC(=O)c1ccc(S(=O)(=O)N2CCCC2)cc1)N/N=C/c1ccccc1 | 3%[53 µM] | 7% | 1% | 2% | -1%[53 µM] | 3% | 1% | 2%
Cc1nnc(NCc2ccco2)c2ccccc12 | -1% | -5% | 6% | 8% | 0% | -3% | 9% | -10%
Cc1cccc(-n2c(C)cc(C(=O)NC3CCCCC3)c2C)c1 | 6% | 4% | -3% | 3% | -2% | 1% | -17% | 0%

Later entries.
SMILES | TRb SRC2 PPI | Tau fibril ThT | JMJD2E inh | Tau fibril FP | TR SRC2 fluor cs | RECQ1 helicase | L3MBTL1 inh | RGS12 GoLoco inh
CC1(OC(=O)c2cccs2)C(=O)C=C2C=C(c3ccsc3)OC=C2C1=O (centres undefined) | 2% | -2% | -3% | u | 0% | 7% | x | 3%
COc1ccc(CN2C(=O)NC3(CCCCCC3)C2=O)cc1F | -2% | 5% | 2% | 0% | -1% | 0% | 3% | 8%
COc1cccc(-c2nnc(SCc3nc4ccccc4[nH]3)n2N)c1 | 0% | -12% | 3% | 8% | 2% | 12% | x | 9%
CSc1nc(=NC(C)=O)ss1 | -8% | 25µM* | -6% | u | -3% | 2% | 3%[11.4 µM] | -6%
COc1ccc2cc(CN(Cc3cccs3)Cc3nnnn3Cc3ccccc3)c(=O)[nH]c2c1 | 0% | -14% | u | 4% | 0% | -9% | -8% | 4%
COC(=O)c1cn(-c2ccccc2)nc1-c1cccnc1 | 3% | -9% | 6% | 6% | 1% | 0% | -2% | 4%
C/C(=N\Nc1nc(-c2ccc(C)cc2C)cs1)c1cc2ccccc2oc1=O | 3% | u | -4% | 2% | -5% | -5% | 13% | 56%[activator]
O=C(N/N=C/C1CC2CCC1C2)c1ccc2c(c1)OCO2 (centres undefined) | -3% | -18% | 25% | 9% | 3% | 0% | 3% | 7%
Cc1ccc(S(=O)(=O)N2CCC(C(=O)NNC(=O)c3cccnc3)CC2)cc1 | 0% | 0% | -17% | 2% | -3% | 5% | -4% | 10%

Screening results: PubChem BioAssay, National Center for Advancing Translational Sciences (NCATS)
